High-throughput results deposited in PubChem BioAssay by National Center for Advancing Translational Sciences (NCATS).
HT1080NT lethal: kills 2HG-producing HT-1080-NT fibrosarcoma cells; Potency, µM (titrated, usually from 46.1 µM), inactives show at the top dose activity, negative = less viability, actives largely listed as cytotoxic; 360,000 compounds, 1.6% hits; HT-1080-NT fibrosarcoma viability, CellTiter-Glo ATP luminescence, 48 h; AID 686970;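 further: NT is the 2HG producing partner of a matched IDH1 knockdown line; 0% = DMSO-treated cells and -100% = media-only wells without cells; nearly all actives have a fitted effect of over 55% in size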
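HT-1080-NT; 750 cells/well; 5% FBS RPMI; 48 h compound, 37 degrees C; CellTiter-Glo luminescence; curve fitting and curve-class assignment.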
SW480 rereplic: inducers of DNA re-replication in SW480 colon cancer cells; SW480 DNA re-replication, Hoechst DNA content imaging, 48 h; Potency, µM (doses to about 46.1 µM), without a hit: top-dose re-replication activation, actives largely listed as activators; 340,000 compounds, 1.8% hits; further: % of control where 0% means no effect; nearly all actives have a fitted effect of over 55% in size
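Image-based DNA-content assay: after two days of treatment, nuclei were labelled with the DNA dye Hoechst and imaged, and hits were compounds raising the count of nuclei showing high fluorescence intensity.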
HEK293 tox: cytotoxicity in counter-screen for GLP-1R inverse agonists; Potency, µM (doses to about 38.3 µM), for inactives: top-dose activity change, negative = inhibition, actives largely listed as inhibitors; 410,000 compounds, 0.13% hits; HEK293 cAMP-luciferase reporter cells, luminescence, 24 h;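 further: loss of luciferase light is scored as toxicity; on the % scale 0 is the no-effect control and ±100 the full control effect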
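Step one: seed cells (200 cells/uL, DMEM with 10% Nu serum, 1% pen-strep). Step two: 12-hour incubation at 37 deg C. Step three: pin 23 nL compound, incubate 24 hr. Step four: add luciferase reagent, read luminescence 12 min later.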
KB-3-1 tox: kills parental KB-3-1 adenocarcinoma cells | KB-3-1 viability, CellTiter-Glo ATP luminescence, 72 h | Potency, µM (top dose mostly 46.1 µM), for the others: top-dose activity change, negative = cytotoxic, usual class: cytotoxic | 400,000 compounds, 1.4% hits; further: on the % scale 0 is the no-effect control and ±100 the full control effect; nearly all actives have a fitted effect of over 60% in size
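Screening of KB-3-1 cells (DMEM, 10% FBS, phenol-red free) ran from lowest to highest compound concentration; after 72 h at 37 °C viability was read luminescently and curves fitted.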
GLP-1R agonist: GLP-1 receptor (human) agonism | P43220 | HEK293 GLP-1R CRE-luciferase, luminescence, 4-6 h; cells express a hypersensitive GLP-1R form | Potency, µM (highest dose often 45.6 µM), for inactives: top-dose activation, most hits filed as activators | 380,000 compounds, 0.007% hits | AID 624172; further: % of control where 0% means no effect
Target sequence (P43220 whole entry, looked up): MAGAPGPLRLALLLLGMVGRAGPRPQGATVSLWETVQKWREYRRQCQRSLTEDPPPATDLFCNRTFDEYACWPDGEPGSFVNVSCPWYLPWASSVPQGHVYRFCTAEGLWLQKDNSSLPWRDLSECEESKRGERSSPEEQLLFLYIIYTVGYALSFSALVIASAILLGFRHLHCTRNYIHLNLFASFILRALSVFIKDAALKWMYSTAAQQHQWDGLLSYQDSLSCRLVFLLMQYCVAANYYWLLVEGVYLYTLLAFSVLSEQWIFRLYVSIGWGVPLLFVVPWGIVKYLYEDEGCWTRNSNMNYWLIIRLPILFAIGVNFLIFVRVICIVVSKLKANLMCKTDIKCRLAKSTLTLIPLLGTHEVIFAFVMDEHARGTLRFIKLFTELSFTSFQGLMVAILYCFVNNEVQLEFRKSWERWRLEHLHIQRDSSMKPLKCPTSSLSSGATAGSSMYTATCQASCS
TDP43 rescue: inhibitors of TDP-43 toxicity in yeast. TDP-43 expressing yeast growth rescue, BacTiter-Glo, 24 h. Potency, µM (doses to about 46.1 µM), without a hit: top-dose growth rescue (activation), hits mostly activators. AID 652104. 410,000 compounds, 1.8% hits; further: % of control where 0% means no effect; nearly all actives have a fitted effect of over 50% in size
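Readout is BacTiter-Glo luminescence of cell growth, so inhibitors register as activators. TDP-43-expressing yeast at OD600=0.02 in galactose medium, after raffinose pregrowth to mid-log, were incubated with compound for 24 hr at 30 deg C.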
GLP1R inv ag: acts as inverse agonist at human GLP-1 receptor. AID 624417. 410,000 compounds, 1.6% hits. HEK293 GLP-1R CRE-luciferase, luminescence, 24 h; GLP-1R form is constitutively active. Potency, µM (doses to about 38.3 µM), for inactives: at the top dose activity change, negative = inhibition, most hits filed as inhibitors. P43220; further: on the % scale 0 is the no-effect control and ±100 the full control effect; nearly all actives have a fitted effect of over 55% in size
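HEK293 cells stably co-expressing constitutively active GLP-1R and a cAMP-responsive luciferase reporter were seeded in DMEM with 10% Nu serum, given compounds after 12 h, and incubated 24 h at 37 deg C. Luminescence was then read.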
HT1080 IDH1KD tx: kills HT-1080 cells with IDH1 knockdown; HT-1080 IDH1 knockdown viability, ATP luminescence, 48 h; Potency, µM (top dose mostly 46.1 µM), inactives show at the highest dose activity, negative = toxicity, actives largely listed as cytotoxic; 360,000 compounds, 2% hits; AID 686971;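 further: 0% = DMSO wells and -100% = cell-free medium wells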
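HT-1080-IDH1KD cells (IDH1 knocked down), 750/well in RPMI with 5% FBS, treated with compound 48 h at 37 degrees C. Viability by CellTiter-Glo luminescence, normalised to DMSO and no-cell wells; concentration-response curves classed.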
KB-V1 MDR tox: kills drug-selected multidrug resistant KB-V1 cells. KB-V1 MDR cells viability, CellTiter-Glo, 72 h. Potency, µM (highest dose often 46.1 µM), inactives show at the top dose activity change, negative = cytotoxicity, usual class: cytotoxic. 400,000 compounds, 3.4% hits; further: on the % scale 0 is the no-effect control and ±100 the full control effect; nearly all actives have a fitted effect of over 60% in size
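Readout: CellTiter-Glo luminescence, 10 min after addition. Cells: KB-V1 MDR subline, 72 h at 37 degrees C with compound. Analysis: corrected, normalized data fitted to concentration-effect curves.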
Active calls of the source: *; u = inconclusive; x = no result given; [ ] = another dose, or the depositor's remark. The call rests on the fitted dose curve; in most records, active means well fitted curve in the direction sought with a large enough effect; inconclusive means small, poorly fitted or top-dose-only effect, or another doubt; inactive means no such curve, though single readings can be large; an effect the other way counts as inactive or inconclusive. Potency means the concentration at half of the fitted maximal effect.

SMILES | HT1080NT lethal | SW480 rereplic | HEK293 tox | KB-3-1 tox | GLP-1R agonist | TDP43 rescue | GLP1R inv ag | HT1080 IDH1KD tx | KB-V1 MDR tox
CN(C)c1ccc(NC(=O)CSc2nnc(-c3cccs3)n2Cc2ccco2)cc1 | 0% | 3% | 7% | u | 5% | -10% | 60%[activator] | -7% | 7.3µM*
CCOc1ccc(C(=O)NNC(=O)c2cc(S(=O)(=O)N3CCOCC3)ccc2Cl)cc1 | 4% | -7% | 0% | -18% | 25% | 0% | -4% | 7% | u
Cc1cc(NC(=O)c2cncc(Br)c2)ccc1NC(=O)c1cc2ccccc2o1 | -6% | u | -2% | u | -5% | 8% | 18% | -14% | u
CCOC(=O)C(=O)Nc1ccc(OCc2ccccc2)cc1 | u | -1% | 4% | -4% | -1% | 21% | 23% | 9% | 0%
CCOC(=O)c1ccccc1NC(=O)CSc1ccccc1 | -1% | 0% | 20% | 3% | 3% | 6% | u | -4% | -21%
Cc1ccc(OCCNc2ccc(C(F)(F)F)cc2[N+](=O)[O-])cc1 | 9% | -2% | 10% | -5% | 6% | 17% | 7% | 18% | -1%
CCn1c2c(c(=O)n3ncc(C(=O)N4CCN(c5ccc(Cl)cc5)CC4)c13)CN(Cc1ccc(OC)cc1)CC2 | x | x | 0% | u | x | u | u | x | u
CCCCc1c(O)c2ccccc2n(CCCC)c1=O | -16% | 2% | 4% | 8% | 0% | 21% | -4% | -16% | 7%
Cc1cnc([N+](=O)[O-])n1CCOC(=O)NC(=O)c1cccc(F)c1 | 4% | 0% | 3%[7.66 µM] | 22% | -1% | -22% | 2%[7.66 µM] | 22% | -6%
O=[N+]([O-])c1ccc(N2CCN(Cc3ccc([N+](=O)[O-])o3)CC2)cc1 | -5% | -1% | -23% | 0% | 3% | -22%[1.82 µM] | -12% | 1% | -22%
Cc1ccc(C)c(N2CCN(S(=O)(=O)c3ccc4[nH]c5c(c4c3)CCCCC5)CC2)c1 | x | x | -11% | -7% | -5% | -1% | u | x | u
CC1=C(C(=O)Nc2ccc(C(=O)N3CCN(c4ccccc4F)CC3)cc2)SCCO1 | 5% | -5% | -3% | 30% | -1% | u | u | 4% | 8%
CCCCc1nc2ccccc2c(=O)n1NC(=O)c1c(O)c2cccc3c2n(c1=O)CC3 | 5% | -2% | 1% | u | -16% | -3% | -8% | -1% | u
O=C(NC1CCN(S(=O)(=O)c2ccc(Cl)cc2)CC1)C1CCCCC1 | 9% | -3% | -1% | 2% | 7% | 10% | 25% | 11% | 1%
O=C(c1cc(C2CC2)nn1-c1ccccc1)N1CCN(c2ccc(O)cc2)CC1 | 0% | u | 10% | -25% | 4% | 20% | u | -16% | u
COc1cc(O)cc(/C=C/c2ccccc2)c1 | u | u | -9% | -15% | 23% | 28% | u | u | 1%
Cc1cccc(C)c1NC(=O)CNc1ncnc2sc(C)c(C)c12 | 14% | -5% | -6% | u | 2% | 14% | 10% | 16% | u
CCn1c(SC(C)C(=O)Nc2nnc(C)s2)nnc1-c1ccco1 (stereo not drawn) | 6% | 0% | 1% | 16% | 3% | -3% | 25% | 10% | 1%
Cc1oc2cc(O)ccc2c(=O)c1Oc1ccc(F)cc1 | -4% | -9% | 2% | 1% | 6% | 7% | 25% | -7% | 13%
COC(=O)[C@]12CCCCC=C1N(Cc1ccco1)C(=O)[C@H](CC(=O)NCc1cccc(C(F)(F)F)c1)C2 | -5% | x | -15% | -14% | 2% | 27% | u | -11% | 16%
COC(=O)c1cc(C(=O)N2CCOCC2)cc([N+](=O)[O-])c1 | 8% | -8% | 4% | 10% | 0% | -10% | 15% | 12% | 0%
CCOc1ccccc1NC(=O)Nc1ccc2c(c1)OCO2 | -13% | -3% | -3% | -18% | 6% | 21% | u | -14% | -12%
CCOC(=O)c1ccc(NC(=O)CNNC(=O)COc2ccccc2C)cc1 | -3% | 6% | 3% | 12% | 7% | 16% | -15% | 3% | 3%
CCC(=O)Nc1nnc(/C=C/c2ccccc2)s1 | -2% | -3% | -15% | -7% | -2% | 16% | 6% | 10% | 0%
CCCS(=O)(=O)NC(=O)C1(C)CCCN(C(=O)c2cccnc2Oc2ccccc2)C1 (stereo not drawn) | 15% | x | 5% | 0% | -2% | 8% | 24% | 1% | 3%

For convenience, part of the list above.
SMILES | HT1080NT lethal | SW480 rereplic | HEK293 tox | KB-3-1 tox | GLP-1R agonist | TDP43 rescue | GLP1R inv ag | HT1080 IDH1KD tx | KB-V1 MDR tox
COc1cc(O)cc(/C=C/c2ccccc2)c1 | u | u | -9% | -15% | 23% | 28% | u | u | 1%
Cc1cccc(C)c1NC(=O)CNc1ncnc2sc(C)c(C)c12 | 14% | -5% | -6% | u | 2% | 14% | 10% | 16% | u
CCn1c(SC(C)C(=O)Nc2nnc(C)s2)nnc1-c1ccco1 (stereo not drawn) | 6% | 0% | 1% | 16% | 3% | -3% | 25% | 10% | 1%
Cc1oc2cc(O)ccc2c(=O)c1Oc1ccc(F)cc1 | -4% | -9% | 2% | 1% | 6% | 7% | 25% | -7% | 13%
COC(=O)[C@]12CCCCC=C1N(Cc1ccco1)C(=O)[C@H](CC(=O)NCc1cccc(C(F)(F)F)c1)C2 | -5% | x | -15% | -14% | 2% | 27% | u | -11% | 16%
COC(=O)c1cc(C(=O)N2CCOCC2)cc([N+](=O)[O-])c1 | 8% | -8% | 4% | 10% | 0% | -10% | 15% | 12% | 0%
CCOc1ccccc1NC(=O)Nc1ccc2c(c1)OCO2 | -13% | -3% | -3% | -18% | 6% | 21% | u | -14% | -12%
CCOC(=O)c1ccc(NC(=O)CNNC(=O)COc2ccccc2C)cc1 | -3% | 6% | 3% | 12% | 7% | 16% | -15% | 3% | 3%
CCC(=O)Nc1nnc(/C=C/c2ccccc2)s1 | -2% | -3% | -15% | -7% | -2% | 16% | 6% | 10% | 0%
CCCS(=O)(=O)NC(=O)C1(C)CCCN(C(=O)c2cccnc2Oc2ccccc2)C1 (stereo not drawn) | 15% | x | 5% | 0% | -2% | 8% | 24% | 1% | 3%

The listing continues:
SMILES | HT1080NT lethal | SW480 rereplic | HEK293 tox | KB-3-1 tox | GLP-1R agonist | TDP43 rescue | GLP1R inv ag | HT1080 IDH1KD tx | KB-V1 MDR tox
CN(C(=O)c1ccc(S(=O)(=O)c2cccc(Cl)c2)c([N+](=O)[O-])c1)C1CCCCC1 | u | u | u | u | -28% | 4% | u | u | u
Cc1ccc(NC(=O)C(=O)c2c(-c3ccccc3)cc3ccccn23)cc1S(=O)(=O)N1CCOCC1 | 3% | 0% | 1% | -10% | -1% | u | 0% | 0% | u
COC(=O)Nc1cc([N+](=O)[O-])ccc1OC | 15% | -1% | -10% | 6% | 0% | 0% | 8% | 14% | -16%
CN(CC(O)COCc1cccs1)C1CCCCC1 (stereo not drawn) | 2% | -5%[9.22 µM] | 7% | 0% | 1% | 1% | 2% | 8% | 3%
Oc1ccc(C2C[C@H]3CC[C@@H]2C3)cc1O (stereo partly drawn) | u | 6% | -3% | 13% | 19% | 14µM* | -3% | u | 16%
CCOC(=O)CN1C(=O)C(Sc2n[nH]c(-c3ccc(O)cc3)n2)CCc2ccccc21 (stereo not drawn) | -17% | -2% | u | u | -15% | 8% | u | -17% | 0%
O=C(Nc1ccnc(=O)[nH]1)c1sc2ccccc2c1Cl | 17% | 16% | 2% | -3% | 2% | 0% | 44%[activator] | 9% | 3%
CCCCN(Cc1ccccc1)S(=O)(=O)c1cc(Br)cc2c1N(C(=O)C1CC1)CC2 | x | x | 1% | 2% | -1% | 9% | u | x | -17%
CC(=O)c1ccc(Sc2ccccc2)c([N+](=O)[O-])c1 | 0% | -43%[inhibitor] | -2% | 2% | 16% | 11µM* | 3% | -1% | -2%
CCCS(=O)(=O)N1CCCC(C(=O)NCc2ccc(C)cc2)C1 (stereo not drawn) | 6% | 1% | -15% | 12% | -6% | 6% | -33% | -8% | -8%
CCCCc1nc2cc(C(=O)NC(C)c3cnn(C)c3)ccc2o1 (stereo not drawn) | -13% | 27% | 5% | 0% | 3% | 11% | 17% | 4% | 0%
CC(=O)Nc1ccc(S(=O)(=O)NCC(=O)OCC(=O)NC(=O)c2cccn2C)cc1 | 23% | 3% | 0% | 5% | 0% | -14% | 6% | 7% | 12%
CCOC(=O)c1sc(NN=C(C(=O)OC)C(=O)OC)c(C(=O)OCC)c1C | -21% | 14% | -12% | -11% | -5% | 6% | -11% | 0% | -21%
Cc1csc(NC(=O)CSc2nnc(-c3ccncc3)o2)n1 | -1% | -2% | -20% | 5% | -7% | 10% | 10% | 3% | -19%
CCc1ccc(-c2cc(C)no2)cc1S(=O)(=O)N1CCN(c2cccc(Cl)c2)CC1 | x | x | -25% | 3.7µM* | x | 12% | u | x | u
CC1(C(=O)O)CCC(C(=O)N2CCCCC2)C1(C)C (stereo not drawn) | 7% | -2% | 1% | 2% | -2% | 1% | 16% | 3% | 0%
CC(O)(c1ccccc1)c1nc(-c2ccc(F)c(Cl)c2)cs1 (stereo not drawn) | u | x | 1% | 0% | 3% | -86%[inhibitor] | u | u | 2%
Cc1cc(C(=O)CN2C(=O)NC3(CCCc4ccccc43)C2=O)c(C)n1Cc1cccs1 (stereo not drawn) | -21% | 4% | 44%[activator] | -27% | -4% | -1% | u | -17% | -14%
O=[N+]([O-])c1c(Nc2ccc(O)cc2)cc(N2CCOCC2)c2nonc12 | -7% | 3% | 1% | -15% | 3% | -12% | 93%[activator] | -7% | -20%
COc1cc(Cl)ccc1NC(=O)COc1ccccc1C(=O)NN | -6% | -5% | 0% | 16% | 18% | 0% | -8% | 0% | 0%
